Screens: PubChem BioAssay, several laboratories
NTR1 ag – NTR1-driven beta-arrestin-GFP spot formation – imaging, U2OS cells, high content, primary screen (AID 493036) | agonist mode | 330,000 tested, 0.17% active | activation, % at 20 µM | P30989;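 active = activation at or above 40% of the spot to cytoplasm intensity ratio, with at least 20 cells analyzed; inconclusive = wells under 20 cells, flagged as cytotoxic or low count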;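 also: 0% = DMSO without peptide and 100% = 100 nM NTR1 peptide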
Target sequence (P30989 whole entry, looked up): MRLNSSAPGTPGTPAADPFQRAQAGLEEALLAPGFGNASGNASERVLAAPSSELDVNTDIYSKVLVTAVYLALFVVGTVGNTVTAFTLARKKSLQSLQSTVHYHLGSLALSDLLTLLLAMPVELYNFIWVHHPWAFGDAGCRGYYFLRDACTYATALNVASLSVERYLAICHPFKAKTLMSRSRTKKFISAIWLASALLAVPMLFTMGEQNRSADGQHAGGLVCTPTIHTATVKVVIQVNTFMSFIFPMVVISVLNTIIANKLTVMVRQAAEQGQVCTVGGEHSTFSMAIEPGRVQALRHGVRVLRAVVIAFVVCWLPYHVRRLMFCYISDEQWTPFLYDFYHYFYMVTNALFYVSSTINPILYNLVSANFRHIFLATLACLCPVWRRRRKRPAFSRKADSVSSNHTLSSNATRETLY
Myeloid diff MLP – promotes myeloid progenitor differentiation; ER-HoxA9 myeloid progenitors, lysozyme-GFP differentiation, flow cytometry; calls only at 10 µM; 360,000 tested, 1% active;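 active = normalized GFP-positive differentiation at or above the plate's own cutoff, the solvent-only control mean plus 3 SD; inconclusive = no clear call, values can overlap the other calls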;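 also: cells exposed to compound for four days before flow analysis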
Salmonella PhoP GFP – PhoP-dependent GFP reporter repression – Salmonella Typhimurium, primary screen (AID 1863) | S. Typhimurium PhoP-regulated promoter GFP reporter, 4 h; higher % means a stronger effect | 300,000 tested, 0.16% active | inhibition, % at 50 µM; hits with a dose series show IC50 in µM;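 active = inhibition over 29.93%, a cutoff 3 SD above the screen mean, later confirmed by dose response; inconclusive = inhibition over 29.93% but no dose response follow-up; inactive = inhibition at most 29.93% or unconfirmed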;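 also: 0% = low Mg2+ inducing control and 100% = high Mg2+ repressing control; strong numbers were not always called active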
LYP inhibition – PTPN22 lymphoid phosphatase activity blockers – biochemical, fluorescence intensity, uHTS (AID 1779); recombinant LYP phosphatase, fluorescence intensity; higher % means a stronger effect; inhibition, % at 11.5 µM, or IC50 in µM where a hit was titrated; 290,000 tested, 0.054% active; in the data active = inhibition above about 50%;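 also: plate controls were vehicle with enzyme for no effect and no enzyme for full effect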
MgcRacGAP inhibition – MgcRacGAP GTPase-activating activity inhibitors, confirmation, biochemical, ADP Hunter fluorescence; MgcRacGAP-stimulated Rac1 GTP hydrolysis, ADP Hunter fluorescence; higher % means a stronger effect; GST-tagged Rac1 F28L mutant substrate; one-dose inhibition, % at 30 µM; IC50 in µM for titrated hits; 340,000 tested, 0.6% active;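 active = first-screen hits whose inhibition reached a set limit at any dose in the follow-up dose series; inconclusive = inhibition above the set first-screen limit but never retested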;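 also: fluorescence reports GDP produced by GAP-driven GTP hydrolysis; strong numbers were not always called active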
HIV fusion peptide – inhibitors of HIV fusion peptide binding, primary screen, biochemical, uHTS, fluorescence dequenching (AID 1986); cell-free peptide binding, fluorescence dequenching, 30 min; higher % means a stronger effect; 290,000 tested, 0.3% active; one-dose inhibition, % at 20 µM; IC50 in µM for titrated hits; in the data active = inhibition mostly above about 52%, no sharp cut-off; inactive = mostly below about 76%; also: some results filed as inactive read as strong as hits
GPR35 antagonists – inhibition of zaprinast-stimulated GPR35 beta-arrestin translocation – imaging, U2OS, beta-arrestin-GFP, zaprinast agonist, primary screen (AID 2058); U2OS GPR35 beta-arrestin-GFP translocation imaging, zaprinast antagonism; higher % means a stronger effect; one-dose inhibition, % at 10 µM; IC50 in µM for titrated hits; 290,000 tested, 0.052% active;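 active = inhibition of at least 50% with at least 30 cells and total cytoplasm GFP at most 10,000,000; inconclusive = under 30 cells or total GFP of 10,000,000 plus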
GPR55 antagonists – inhibition of LPI-stimulated GPR55 beta-arrestin translocation – imaging, U2OS, beta-arrestin-GFP, LPI agonist, primary screen (AID 2013); U2OS GPR55 beta-arrestin-GFP translocation imaging, LPI antagonism; higher % means a stronger effect; inhibition, % at 10 µM, or IC50 in µM where a hit was titrated; 290,000 tested, 0.13% active;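 active = spots per cell inhibited over 60%, with over 100 cells counted and total cytoplasm intensity under 500,000; inconclusive = wells with under 100 cells, flagged as likely toxic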;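 also: U2OS cells stably carrying GPR55 and arrestin-GFP stimulated by 5 µM LPI near EC80; imaged beta-arrestin-GFP aggregate spots per cell after agonist stimulation; plate controls were LPI-stimulated DMSO wells for no effect and DMSO wells without LPI for full effect; some results filed as inactive read as strong as hits; confirmed hits need IC50 under 10 µM and bright autofluorescent wells are also inconclusive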
SIAH1 antagonists – Siah-1 peptide-binding antagonists, primary screen, biochemical, fluorescence polarization, rhodamine-plectin, uHTS (AID 1817); Siah-1 / rhodamine-plectin peptide fluorescence polarization; higher % means a stronger effect; displacement, % at 20 µM, or IC50 in µM where a hit was titrated; 290,000 tested, 0.02% active;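 active = displacement of at least 50% at 20 µM, with a fluorescence ratio check between 0.3 and a set limit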;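 also: plate controls were Siah plus tracer with DMSO for no effect and tracer alone without Siah for full effect; strong numbers were not always called active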
NTR1 ag cell count 20 µM – further read-out of NTR1 ag, marked with its call; cell count; measured here: cell count, cytotoxicity flag
Myeloid diff MLP GFP+ MAC1+ % – also measured in Myeloid diff MLP; calls as there; GFP+ MAC1+ double positive, %; measured here: differentiation confirmed by MAC1 staining
An asterisk follows results filed as active; i = inactive; ? = inconclusive; . = not tested or not shown; + = active, no number.

molecule,NTR1 ag,NTR1 ag cell count 20 µM,Myeloid diff MLP,Myeloid diff MLP GFP+ MAC1+ %,Salmonella PhoP GFP,LYP inhibition,MgcRacGAP inhibition,HIV fusion peptide,GPR35 antagonists,GPR55 antagonists,SIAH1 antagonists
COc1ccc(C(CNC(=O)COc2ccc(-c3ccccc3)cc2)N2CCOCC2)cc1 (configuration not stated),0.8,58,i,1.0,2%,2%,8%,-0.8%,6%,8%,-2%
Cc1nn(CC(=O)NCCc2ccc(Cl)cc2Cl)c(C)c1[N+](=O)[O-],6.7,83,i,0.7,5%,-11%,10%,-0.8%,13%,4%,-6%
CCC(CC)N1CCN(Cc2nc3ccc([N+](=O)[O-])cc3c(=O)n2-c2ccccc2F)CC1,2.7,71,i,0.1,8%,-6%,1%,-2.2%,4%,7%,3%
O=S(=O)(NCCc1ccccn1)c1ccc(-c2ccccn2)s1,0.6,52,i,1.0,-7%,1%,9%,0.6%,-14%,-9%,3%
COc1ccc(C2C(C#N)=C(N)N(c3ccccc3C#N)C3=C2C(=O)CCC3)cc1CN1CCCC1 (configuration not stated),0.8,57,i,0.0,17%,-2%,3%,3.0%,9%,3%,-6%
COc1ccc(N2CCN(c3oc(-c4ccc(OC)c(OC)c4)nc3C#N)CC2)cc1,1.3,40,i,0.9,5%,-8%,13%,-2.5%,5%,-10%,-4%
CC(C)CN1CCN(Cc2cccn2-c2ccccn2)CC1CCO (configuration not stated),-1.0,52,i,0.4,-11%,-6%,10%,2.0%,4%,5%,5%
CN(C)C1=NC[C@H](Cc2ccccc2)N1CCC1CCCC1,1.0,84,i,1.4,-6%,.,6%,.,.,.,.
CCOC(=O)c1csc(NC(=O)CSc2nnnn2-c2ccc(OCC)cc2)n1,.,.,i,0.7,2%,0%,4%,-0.2%,-7%,0%,-1%
C=CCN(c1ccc(C(=O)NCCN2CCOCC2)cc1)S(C)(=O)=O,-0.4,50,i,0.6,4%,-14%,8%,-0.2%,-4%,-1%,-6%
Cc1oc2cc(O)ccc2c(=O)c1Oc1ccc2ccccc2c1,0.9,70,i,0.5,7%,-6%,10%,0.6%,14%,-10%,-5%
Cc1cc(C)nc(SCC(=O)Nc2ncc(Cc3cccc(Cl)c3)s2)n1,17,79,i,0.9,9%,1%,10%,-0.2%,-13%,1%,12%
Cc1cc2cc(CCNC(=O)C(=O)c3c[nH]c4ccccc34)c(=O)[nH]c2cc1C,1.0,85,i,0.2,-3%,-1%,11%,-0.7%,-15%,5%,13%
Cc1cc(C)n(C(=O)CCNC(=O)c2ccccc2Br)n1,-0.5,39,i,0.8,21%,3%,11%,10%,14%,-14%,-1%
CC1CCC(NC(=O)CCS(=O)(=O)c2ccc3c(c2)oc(=O)n3C)CC1 (configuration not stated),0.9,57,i,2.6,3%,-7%,5%,-1.0%,10%,9%,1%
O=C(/C=C/c1cccs1)Nc1cccnc1,-1.4,55,i,0.7,-8%,-5%,7%,-1.6%,-11%,13%,-2%
O=C(COC(=O)C1CCCO1)Nc1cccc(C(F)(F)F)c1 (configuration not stated),-0.6,31,i,0.0,-9%,-5%,-3%,-1.7%,-5%,-5%,3%
O=C(ON=C1CCN(S(=O)(=O)c2ccccc2)CC1)c1ccc(F)cc1,-1.0,78,i,0.3,5%,1%,9%,-1.8%,6%,-2%,3%
CCOc1ccc(CN(C)CC(=O)Nc2ccc([N+](=O)[O-])cc2Cl)cc1,1.7,82,+,3.0*,-14%,-1%,10%,-2.1%,-6%,-16%,-4%
CCCCOc1cccc(C(=O)O)c1,-0.6,63,i,1.2,-12%,-8%,4%,-2.2%,5%,9%,3%
Cc1csc(SCC(=O)NCCc2ccc(Cl)cc2Cl)n1,-0.8,35,i,1.1,2%,-8%,7%,-0.9%,3%,12%,-9%
CCc1cccc(NC(=S)N(CCOC)C(C)c2ccco2)c1 (configuration not stated),0.8,64,i,0.4,8%,1%,6%,-1.1%,1%,-2%,-2%
CCOc1cc(S(=O)(=O)n2nc(C)cc2C)ccc1Br,0.5,37,i,0.6,-5%,4%,1%,0.6%,-8%,5%,-2%
O=C1CC(O)(c2ccccc2)C(c2ccccc2)=C1c1ccccc1 (configuration not stated),4.8,74,i,0.6,-1%,-3%,7%,3.0%,2%,9%,13%
COc1ccccc1NC(=O)CCc1nnc2ccc(N3CCC4(CC3)OCCO4)nn12,-0.5,54,i,5.3,10%,-11%,-3%,-0.9%,-1%,-20%,-2%
Cc1ccc(C(=O)COC(=O)CCCC(=O)Nc2cc(C(F)(F)F)ccc2Cl)cc1C,2.9,46,i,0.4,8%,3%,11%,-2.0%,-13%,6%,-2%
Cn1cc(SCC(=O)N2CCN(c3ccccc3)CC2)c2ccccc21,0.2,74,i,1.4,-4%,-6%,11%,0.9%,4%,1%,-3%
Clc1nccnc1N/N=C/c1ccc(Br)cc1,0.9,37,i,0.5,2%,-5%,13%,-1.5%,-1%,4%,-4%
Cc1ccc(/C=N/NC(=O)Cn2nc(C)c(Br)c2C)o1,0.0,96,i,1.4,1%,-8%,6%,1.1%,-8%,0%,0%
CCOC(=O)c1nnsc1-c1ccc(-c2snnc2C(=O)OCC)cc1,-0.3,132,i,0.4,-6%,-4%,5%,0.0%,9%,1%,3%
Cc1ccc(C(=O)N[C@H](C(=O)OCC(=O)c2ccc[nH]2)C(C)C)cc1,0.6,41,i,0.7,0%,-2%,0%,0.6%,-4%,0%,5%
CC1=C(C(=O)OC(C)C)C(c2cccs2)N2C(=O)C(C)SC2=N1 (configuration not stated),4.3,82,i,1.4,10%,-7%,8%,-2.2%,13%,-11%,-1%
Cc1cc(NC(=O)CCC(=O)N(c2ccc(F)cc2)C(C(=O)NC2CCCC2)c2ccncc2)no1 (configuration not stated),0.3,54,i,1.1,2%,-1%,11%,-0.9%,1%,5%,-2%
CCOc1ccc(CCNC(=O)CSc2cc(=O)n(CC)c3ccccc23)cc1OCC,4.5,63,i,0.6,-2%,-7%,-1%,-1.8%,-21%,0%,3%
COC(=O)CSc1nnc(NC(=O)c2ccc3c(c2)OCO3)s1,0.6,55,i,1.5,-2%,-8%,10%,0.3%,-14%,5%,17%
O=C(CN1CCN(c2nc(-c3ccccc3)cs2)CC1)NNC(=O)c1ccc(Br)cc1,2.8,52,i,5.3,8%,-4%,10%,0.1%,2%,17%,0%
CC(C)OCCCn1c(=S)[nH]c2ccc(N3CCOCC3)cc2c1=O,0.6,66,i,1.8,15%,2%,6%,2.1%,-15%,4%,-1%
CCCCCCN(C(=O)CCCCCN1C(=O)NC(c2ccc(-c3ccccc3)cc2)C(C(=O)OCc2ccccc2)=C1C)C(C(=O)NCCCC)c1ccccn1 (configuration not stated),5.7,79,.,.,-8%,11%,.,2.4%,-7%,6%,2%
COc1ccccc1-n1cnc2cc(C(=O)NCc3ccco3)ccc21,-1.9,53,i,0.8,-5%,4%,7%,0.6%,-4%,-4%,1%
C=CCn1nc2n(c1=O)-c1ccccc1SC2,0.0,52,i,0.4,-5%,-7%,10%,-1.1%,13%,0%,3%
CCCCN(C(=O)CSCC(=O)Nc1ccc(C)cc1)c1c(N)n(Cc2ccccc2)c(=O)[nH]c1=O,-1.7,44,i,1.1,7%,.,2%,.,.,.,.
CCOC(=O)C1CCN(C(=O)COc2ccc(Br)cc2Br)CC1,2.1,41,i,1.3,3%,-7%,9%,-1.3%,16%,7%,-4%
O=C(Nc1cccc(Cl)c1)N(Cc1nc2ccccc2c(=O)[nH]1)Cc1cccs1,6.1,43,i,0.8,11%,6%,7%,4.2%,-4%,-3%,-3%
O=C(NCc1ccncc1)C(=O)NCC1OCCCN1S(=O)(=O)c1cc(F)ccc1F (configuration not stated),-0.6,55,i,0.4,-6%,-5%,7%,-1.3%,12%,7%,0%
CCc1nc(SCC(=O)N2CCN(C(=O)c3ccco3)CC2)c2c3c(sc2n1)CCCC3,2.6,52,i,0.5,5%,5%,13%,0.5%,12%,-1%,2%
Cc1cc(C)nc(N(C#N)Cc2ccccc2Cl)n1,3.0,47,i,4.6,10%,-4%,1%,0.3%,23%,-2%,3%
COc1ccc(C2C(C#N)=C(N)Oc3cc(C)[nH]c(=O)c32)c(OC)c1OC (configuration not stated),4.7,61,i,0.4,-11%,-7%,10%,-3.0%,-13%,-4%,-4%
O=C(O)COc1ccc(NC(=O)c2ccc(NC(=O)c3ccco3)cc2)cc1,-1.1,42,i,0.5,-2%,-4%,5%,0.4%,11%,-12%,-1%
CNCc1ccccc1Sc1ccc(O)c(O)c1,.,.,i,0.5,5%,-6%,-35%,19%,-4%,2%,38%
O=C(COC(=O)C1CC2C=CC1C2)Nc1ccc2c(c1)OC(F)(F)O2 (configuration not stated),-0.5,80,i,0.7,-3%,-1%,3%,-1.0%,-6%,4%,2%
CCCS(=O)(=O)c1nc(S(=O)(=O)c2ccc(C)cc2)c(N2CCC(O)CC2)s1,-1.1,51,i,1.5,-1%,-6%,-3%,1.1%,4%,-8%,4%
CCOC(=O)CNc1c(-c2ccc(O)cc2)nc2ccc(Cl)cn12,3.4,61,i,0.8,2%,4%,?,19%,1%,13%,-1%
O=C(Nc1cccc2ccccc12)/C(=C/c1cccc([N+](=O)[O-])c1)NC(=O)c1cccs1,0.0,68,i,1.5,6%,9%,9%,1.6%,9%,4%,5%
CCOC(=O)c1c(-c2ncc(C(F)(F)F)cc2Cl)noc1C,-1.2,28,i,0.9,-8%,0%,0%,0.6%,-3%,12%,0%

No enrichment for hits (roughly 2.4% active in at least one column).
